Screens as filed in PubChem BioAssay.
AID inhibitor = activation induced cytidine deaminase inhibition; 91,000 compounds, 0.32% hits; Q9GZX7; AID deamination FRET fluorescence, UDG-coupled, 4 h; Potency, µM (series often up to 115 µM), for inactives: at the highest dose activity change, negative = inhibition, most hits filed as inhibitors; note: nearly all actives have a fitted effect of over 25% in size
Target sequence (Q9GZX7 whole entry, looked up): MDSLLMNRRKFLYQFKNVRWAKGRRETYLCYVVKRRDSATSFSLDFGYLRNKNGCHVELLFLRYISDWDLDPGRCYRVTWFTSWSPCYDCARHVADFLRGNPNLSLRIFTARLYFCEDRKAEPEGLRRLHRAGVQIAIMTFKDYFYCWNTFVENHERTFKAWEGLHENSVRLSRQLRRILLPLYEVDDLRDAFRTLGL
UDG counter = counter-screen for AID inhibitors: uracil-DNA glycosylase inhibition; FRET deamination/UDG coupled assay, UDG read, 4 h; 91,000 compounds, 0.14% hits; AID 1347430; Potency, µM (top dose mostly 115 µM), without a hit: at the highest dose activity change, negative = inhibition, most hits filed as inhibitors; note: nearly all actives have a fitted effect of over 65% in size
* hit, by the source's call; u = inconclusive; [ ] = remark or other dose. Calls come from the whole dose curve; as a rule, active = well fitted curve in the direction sought with a large enough effect; inconclusive = small, poorly fitted or top-dose-only effect, or another doubt; inactive = no such curve, though single readings can be large; an effect the other way counts as inactive or inconclusive. % is set by controls: 0 for no effect and ±100 for the full control effect; potency is the fitted concentration of half-maximal effect. The list is partial; rates above refer to the full screens.

SMILES	AID inhibitor	UDG counter
Cc1ccc(C(=O)N2CCN(C)CC2)cc1S(=O)(=O)N1CCCCC1	8%	0%
CCOc1ccc(CCNC(=O)c2ccc3c(c2)N(Cc2ccc(F)cc2)CCS3)cc1	2%	1%
CN(C)CCSc1ccc2c(c1)OCCCO2	-5%	2%
Cc1nc(-c2ccc(F)cc2)sc1C(=O)N[C@H](C(=O)O)C(C)C	2%	1%
CCOC(=O)c1c(C)[nH]c(C(=O)Nc2cccc(S(=O)(=O)N(C)C)c2)c1C	-1%	6%
OC(CCN1CCCCC1)(c1ccccc1)C1CCCCC1 (stereo not given)	-14%	-11%
Cc1c(C(=O)Nc2cccc(C#N)c2)sc2nc3n(c(=O)c12)CCCCC3	u	-14%
O=C(CSc1ccccc1C(=O)Nc1ccc2[nH]c(=O)[nH]c2c1)NCc1ccco1	5%	-6%
Cc1ccc(CN2CCCn3nc(C(=O)NCCc4ccccc4C)cc3C2=O)cc1	9%	2%
Cc1c(C=O)c(C=O)c(C)n1-c1ccc(F)cc1	-16%	-3%
COc1ccccc1N1CCN(C(=O)Cn2cnc3onc(-c4ccc(F)cc4)c3c2=O)CC1	-12%	6%
COc1cc(OC)cc(C(=O)Nc2c(NCc3ccccc3)c3ccccc3oc2=O)c1	-6%	1%
CC(C)C(=O)Nc1ccc(CNC(=O)C2CCC(C(C)(C)C)CC2)cc1 (stereo not given)	-6%	-2%
Cc1ccc(/C=C/c2onc(C)c2S(=O)(=O)N2CCC(C(=O)NCC(C)c3ccccc3)CC2)cc1 (stereo not given)	-1%	6%
CN(C)CC(C)(C)CNC(=S)NCCc1ccccc1	-8%	-9%
Cc1ccc(NC(C)(C)c2nnnn2-c2ccc(C)cc2)cc1	2%	-2%
COc1ccccc1C(=O)Oc1ccc(C(c2c(C)[nH][nH]c2=O)c2c(C)[nH][nH]c2=O)cc1	u	-1%[57.5 µM]
CCCn1nc(C(=O)OCC(=O)N2CCc3ccccc32)c2ccccc2c1=O	-8%	8%
Cc1nn(S(=O)(=O)c2ccc(Br)cc2)c(C)c1S(=O)(=O)N1CCCCCC1	66%[activator]	3%
Cc1ccc2nc(/C(C#N)=C/c3cc(C)c(C)cc3C)[nH]c2c1	-2%	-6%
CCn1nc(C)c(CCN(C)C(=O)Nc2cc(OC)c(OC)c(OC)c2)c1C	-20%	-21%
O=C(Nc1ccc(Br)cc1)C1CCCCC1	2%	-1%
N#Cc1ccc(/C=N/Nc2ccc(S(=O)(=O)Nc3cccc(Cl)c3)cc2[N+](=O)[O-])cc1	-6%	-4%
COc1ccc2cc(C(=O)N3CCN(Cc4ccccc4C)CC3)c(C)nc2c1	6%	2%
CCN(CC)CCOC(=O)c1ccc(NC(=O)c2cc3c(=O)n(CC)c4ccccc4c3s2)cc1	14%	-7%
CCCN(CCC)c1nc(-c2ccccc2F)nc2ccccc12	u	u
Cc1ccccc1CC(CC(=O)O)C(=O)O (stereo not given)	-10%	-14%
Cc1ccc2c(C)c(CCC(=O)Nc3ccccc3Cl)c(=O)oc2c1	9%	5%
CC(=O)c1cc2c(cc1N/C(=N/S(=O)(=O)c1ccccc1)c1ccc(Cl)cc1)OCO2	1%	8%
O=C(CN(c1ccc(F)c(Cl)c1)S(=O)(=O)c1ccccc1)NCc1ccncc1	-4%	0%
O=C(CSc1n[nH]c(-c2ccccc2Cl)n1)N1CCN(c2ccc(F)cc2)CC1	-11%	0%
O=C(O)/C=C/c1cc(Br)c(-c2ccc(Cl)cc2Cl)o1	-28%	-7%
CNC(=O)c1ccc(CN(Cc2ccco2)C(=O)c2cc3ccc(C)cc3[nH]2)cc1	1%	-4%
COc1ccc(NC(=O)CC2C(=O)N(c3ccc(F)cc3)C(=O)N2CCc2sccc2C)cc1 (stereo not given)	7%	-23%
Cc1ccccc1NC(=O)Cn1c(=O)n(Cc2ccco2)c(=O)c2cccnc21	48%[activator]	24%
CCOc1ccccc1CNC(=O)CCC(=O)N1CCSc2ccccc21	5%	1%

For convenience, some entries already given:
SMILES	AID inhibitor	UDG counter
CCCn1nc(C(=O)OCC(=O)N2CCc3ccccc32)c2ccccc2c1=O	-8%	8%
Cc1nn(S(=O)(=O)c2ccc(Br)cc2)c(C)c1S(=O)(=O)N1CCCCCC1	66%[activator]	3%
Cc1ccc2nc(/C(C#N)=C/c3cc(C)c(C)cc3C)[nH]c2c1	-2%	-6%
CCn1nc(C)c(CCN(C)C(=O)Nc2cc(OC)c(OC)c(OC)c2)c1C	-20%	-21%
O=C(Nc1ccc(Br)cc1)C1CCCCC1	2%	-1%
N#Cc1ccc(/C=N/Nc2ccc(S(=O)(=O)Nc3cccc(Cl)c3)cc2[N+](=O)[O-])cc1	-6%	-4%
COc1ccc2cc(C(=O)N3CCN(Cc4ccccc4C)CC3)c(C)nc2c1	6%	2%
CCN(CC)CCOC(=O)c1ccc(NC(=O)c2cc3c(=O)n(CC)c4ccccc4c3s2)cc1	14%	-7%
CCCN(CCC)c1nc(-c2ccccc2F)nc2ccccc12	u	u
Cc1ccccc1CC(CC(=O)O)C(=O)O (stereo not given)	-10%	-14%
Cc1ccc2c(C)c(CCC(=O)Nc3ccccc3Cl)c(=O)oc2c1	9%	5%
CC(=O)c1cc2c(cc1N/C(=N/S(=O)(=O)c1ccccc1)c1ccc(Cl)cc1)OCO2	1%	8%
O=C(CN(c1ccc(F)c(Cl)c1)S(=O)(=O)c1ccccc1)NCc1ccncc1	-4%	0%
O=C(CSc1n[nH]c(-c2ccccc2Cl)n1)N1CCN(c2ccc(F)cc2)CC1	-11%	0%
O=C(O)/C=C/c1cc(Br)c(-c2ccc(Cl)cc2Cl)o1	-28%	-7%
CNC(=O)c1ccc(CN(Cc2ccco2)C(=O)c2cc3ccc(C)cc3[nH]2)cc1	1%	-4%

The listing continues:
SMILES	AID inhibitor	UDG counter
COc1ccc(-n2cc3c(c2-c2ccccc2F)c(=O)n(C)c(=O)n3C)cc1	-23%	-9%
Cc1ccc(NC(=O)COC(=O)c2cccc(O)c2)c(Br)c1	-1%	9%
Cc1oc(-c2ccccc2)nc1C(=O)Nc1ccc(S(=O)(=O)N2CCCC2)cc1	5%	-3%
CCCCN(Cc1ccccc1)S(=O)(=O)c1cc(Br)cc2c1N(C(C)=O)CC2	10%	-3%
Cc1cccc(C)c1OCC(=O)Nc1c(C(=O)c2ccc(Br)cc2)oc2ccccc12	u	-11%
Cc1cc2c(n1-c1ccc(C(=O)NCCc3ccccc3)cc1)CCC(C)C2 (stereo not given)	17%	-1%[57.5 µM]
CC(C)C(NC(=O)CCc1ccccc1)C(=O)O (stereo not given)	-6%	-8%
CCn1cc(CNC(=O)Nc2ccc(Cl)cc2)c(C)n1	-6%	-4%
Cc1nc(SC(C)C(=O)NC2(C#N)CCCCC2)c2ccccc2n1 (stereo not given)	-2%	0%
CC(=O)c1ccc(S(=O)(=O)N2CCn3cccc3C2c2ccc(C)cc2)cc1 (stereo not given)	-11%	-20%[57.5 µM]
CCC(=O)NCC1CC2c3ccccc3C1c1ccccc12 (stereo not given)	-11%	-2%
Cc1ccc(C)c(NC(=O)c2cc(S(=O)(=O)N3CCc4ccccc4C3)ccc2F)c1	-6%	-8%
CCc1ccc(/C=N/N=C/c2ccc(CC)cc2)cc1	-3%	8%
CC1CCN(CC(=O)NCCC2=CCCCC2)CC1	-1%	1%
Cc1ccc(Cl)cc1N1CCN(CCCNC(=O)c2ccc3nc(N4CCCCC4)sc3c2)CC1	u	-4%
COC(=O)c1cccc(COC(=O)c2ccc(CO)cc2)c1	1%	-4%
O=C(COc1ccccc1)Nc1nnc2n1CCS2	104%[activator]	0%
COc1cc(COc2ccc(C(C)=O)cc2)c(OC)cc1Br	-8%	-7%
N#C/C(=C\c1ccc(-c2ccc(Cl)c(Cl)c2)o1)c1ccccc1	-2%	6%
Cc1ccc(CNCCc2cccs2)s1	-3%	-8%
COc1ccc(Cl)cc1NC(=O)CCS(=O)(=O)c1nc(-c2cccs2)cc(C(F)(F)F)n1	-1%	-6%
COc1ccc(C2C=C(c3ccccc3)Nc3nc(NC(=O)c4cccc([N+](=O)[O-])c4)nn32)cc1 (stereo not given)	12%	8%
O=C(CSc1nnnn1C1CC1)c1ccc(-c2ccccc2)cc1	1%	-1%
CN(CCO)c1ccc(/C=N/NC(=O)C2CC2)cc1	1%	-7%
COc1ccc(CNC(=O)c2cccc(Oc3ccccc3)c2)cc1	-15%	-10%
C=CCOc1ccc(/C=C(\C#N)C(=O)NCCN2CCOCC2)cc1	5%	2%
N#Cc1nc(-c2ccccc2F)oc1N1CCN(Cc2ccccc2)CC1	-13%	-10%
Cc1ccc(-c2nonc2NC(=O)c2ccc(F)cc2)cc1C	-5%	17%
COc1ccccc1C(=O)N(c1ccc(C)cc1)S(=O)(=O)c1ccc(Cl)cc1	u	u
COc1ccc(NC(=O)c2c(-c3ccc(C)cc3)nnc3ccccc23)cc1Cl	19%	23%
COc1ccc(C(=O)N2CCC(c3nc4ccccc4o3)CC2)cc1	-8%	-9%[57.5 µM]
Clc1ccc(CNC2=NCCNC23CCOCC3)cc1	-7%	8%
CCOc1ccc2ncc3c(-c4ccccc4)nn(CC(=O)Nc4cccc(F)c4)c3c2c1	8%	22%
Cc1ccc(/C=N/Nc2ccc(S(=O)(=O)Nc3cccc(Cl)c3)cc2[N+](=O)[O-])s1	-14%	-5%
CCc1cccc(NC(=O)c2c(C)oc3ncnc(N4CCCCC4)c23)c1	-24%	89µM*
C=C(C)Cn1c(N2CCOCC2)nc2c1c(=O)[nH]c(=O)n2C	2%	8%
O=C(Nc1ccc(Cl)c(C(F)(F)F)c1)c1ccccc1	-7%	-13%
O=C(CSc1nc(=O)[nH]c2c1CCC2)NCc1ccc(Cl)cc1	0%	-7%
CC1=C(C(=O)OC(C)(C)C)C(/C(Cl)=C/c2ccccc2)NC(=O)N1 (stereo not given)	-4%	1%
COc1cccc(CNS(=O)(=O)c2ccc3c(c2)C(C(C)C)C(=O)N3)c1 (stereo not given)	12%[57.5 µM]	-11%[57.5 µM]
Cc1cccc(CS(=O)Cc2coc(-c3ccc(F)cc3)n2)c1 (stereo not given)	-10%	2%
CCOC(=O)c1ccc(N2C(=O)c3n[nH]c(-c4cccs4)c3C2c2cccc(OC)c2)cc1 (stereo not given)	u	-6%
O=C(CC1CCCC1)NCC1CCCO1 (stereo not given)	-1%	-14%
COc1cc(NC(=O)CSc2ccc(-c3ccccn3)nn2)cc(OC)c1	18%	-8%
O=C(Cn1nnc(-c2ccc(Br)cc2)n1)N1CCOCC1	1%	12%
O=C(CCc1ncc(-c2ccccc2Cl)o1)NC1=NCCS1	-5%	-5%
CCCCOC(=O)COc1ccc(S(=O)(=O)c2ccc(OCC(=O)OCCCC)cc2)cc1	-1%	0%
CCCCOC(=O)/C(C#N)=C\c1ccc(-c2ccc(Cl)cc2)o1	-6%	-11%
Cc1cc(C)nc(/N=C2\NC(=O)CC(C(=O)O)N2c2ccc(C)c(C)c2)n1 (stereo not given)	4%	9%
O=C(CCc1ccco1)NCC1CC1	3%	5%
CCOc1ccccc1NC(=O)Cn1c(=O)n(CCCC(=O)NCCOC)c(=O)c2cc(OC)c(OC)cc21	0%	1%
CCOC(=O)C(CC)Sc1ncnc2sc3c(c12)CCCC3 (stereo not given)	-4%	1%
Cc1ccc(CNC(=O)CCCCn2c(=O)c3ccccc3n(Cc3c(C)cc(C)cc3C)c2=O)cc1	1%	3%
CCCCCc1coc2cc(O)ccc2c1=O	3%	7%
COc1ccccc1N(CC(=O)Nc1ccc2c(c1)OCO2)S(=O)(=O)c1ccc(C)cc1	27%	-10%
COc1ccccc1C1=NS(=O)(=O)N(C)C(C(=O)Nc2cc(OC)c(OC)c(OC)c2)=C1	15%	-1%
Cc1cc(C)cc(NC(=O)N2CCC(CN3CCc4ccccc4C3)CC2)c1	17%	-1%
CCc1ccc(OC(=O)c2sc3ncn(Cc4cccc(F)c4)c(=O)c3c2C)cc1	-2%[57.5 µM]	-18%[57.5 µM]
COC(=O)c1ccccc1NC(=O)CN(c1ccc(Cl)cc1)S(=O)(=O)c1ccc(OC)cc1	u	-8%
COc1ccc(C)cc1Nc1nc(-c2cccc(Cl)c2)c2c(n1)-c1ccccc1OC2	-3%	-3%

Remaining list, next part
SMILES	AID inhibitor	UDG counter
COc1ccc(NC(=O)CCn2c(=O)c3cccn3c3ccccc32)c(OC)c1	-10%	4%[57.5 µM]
Cc1ccc(/C=C(/C#N)C(=O)C(C)C)cc1C	-10%	-7%
CCC(C(=O)NC(C)(C)CC)c1ccccc1 (stereo not given)	7%	5%
COc1ccc(-c2noc(N3CCC(C(=O)Nc4cccc(C)c4C)CC3)n2)cc1	-8%	-7%
CCOC(=O)c1ccccc1NC(=O)CN(c1cc(C(F)(F)F)ccc1Cl)S(C)(=O)=O	-4%	-3%
CC(=O)C(Sc1ccc(C)cc1)(Sc1ccc(C)cc1)C(C)=O	-1%	-3%
N#CC(C(=O)CCc1ccccc1)C(=O)Nc1ccccc1Cl (stereo not given)	-11%	-7%
CSc1ccc(C2C(C(=O)Nc3ccccc3)=C(C)Nc3nc4ccccc4n32)cc1 (stereo not given)	28%	4%
COCCNc1nc2c(S(=O)(=O)c3ccc(C)c(C)c3)nnn2c2ccc(Cl)cc12	-13%	-9%
Cc1nn(C)cc1CNC(=O)Nc1ccc(Cl)c(Cl)c1	-7%	-3%
COc1ccc(S(=O)(=O)NCCc2nnc3ccc(SCC(=O)Nc4cc(C)cc(C)c4)nn23)cc1	25%	0%

An excerpt from above in order of their number in AID inhibitor, falling:
molecule	AID inhibitor
COc1ccc(S(=O)(=O)NCCc2nnc3ccc(SCC(=O)Nc4cc(C)cc(C)c4)nn23)cc1	25%
CCC(C(=O)NC(C)(C)CC)c1ccccc1 (stereo not given)	7%
COCCNc1nc2c(S(=O)(=O)c3ccc(C)c(C)c3)nnn2c2ccc(Cl)cc12	-13%
